# H9c2 TAG inh = inhibitors of triacylglycerol accumulation, primary screen, cell-based, uHTS, fluorescence, H9c2 | H9c2 cells, Nile Red lipid (TAG) fluorescence; cells loaded with 200 µM oleic acid | inhibition, % at 12.5 µM | actives 0.66% (n = 230,000) | AID 651582, 2012;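 active = pattern-corrected inhibition of lipid staining of at least 50% with the nuclear-stain viability signal not falling by more than 50%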;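 also: 0% = DMSO wells and 100% = triacsin C control wells; some results filed as inactive read as strong as hits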
# H9c2 TAG inh DAPI viability = further read-out of H9c2 TAG inh, marked with its call; DAPI nuclei signal change (viability), lower = more cytotoxic, %;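 whole-well DAPI fluorescence read on a plate reader as a viability signal; minus 50 percent equals half of cells still viable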
# Active calls of the source: *.
SMILES,H9c2 TAG inh,H9c2 TAG inh DAPI viability
CC(=O)Nc1cc(-c2cccc(C)c2)cn2c(-c3ccc(S(C)(=O)=O)cc3)cnc12,17,15
Cc1cc(C)nc(SCCc2ccncc2)n1,2,4
O=C(NCC(=O)N(Cc1ccco1)C(C(=O)NC1CCCC1)c1cccnc1)c1ccco1 (stereo not drawn),0,3
COc1ccc(CC(N)c2csc(NC(=O)Nc3ccc(OC)cc3)n2)cc1 (stereo not drawn),25,5
CC(=NNC(=S)SCc1ccccc1)c1ccccn1,1,-12
Cc1cc2nnc(SCC(=O)NCC(c3ccccc3)N(C)C)n2c2ccccc12 (stereo not drawn),26,1
CC(=O)Nc1ccc(S(=O)(=O)N2CCC(C(=O)O)CC2)cc1,-1,11
CC(O)(c1cccc(F)c1)c1nc(-c2ccncc2)cs1 (stereo not drawn),-3,9
COc1ccc(NC(=O)N(CCN2CCCC2)Cc2cc3cc(OC)c(OC)cc3[nH]c2=O)cc1,12,11
COc1ccc(/C(C)=N/NC(=O)Cn2nc([N+](=O)[O-])cc2C)cc1,16,109
CSc1nc(-c2ccccc2F)c(C#N)c(=O)n1C,-5,-4
c1cc(-n2cnnn2)ccc1NC1=NCCC1,4,2
COc1cccc(CNc2nc3cc(-c4cnn(Cc5ccccc5)c4)sc3c(=O)n2C)c1,13,-11
CCC(C)N(C(=O)COC(=O)c1ccc(=O)n(Cc2ccccc2)n1)C1CCS(=O)(=O)C1 (stereo not drawn),-19,9
CN(C(=O)c1ccc(NC(=O)Cc2ccc([N+](=O)[O-])cc2)cc1)C1CCCC1,-47,7
O=C1CN(C(=O)CC2c3ccccc3-c3ccccc32)CC(=O)N1,9,-2
Cn1cc(C(=O)c2ccc(F)cc2)cc1-c1nc2ccccc2n1C,-13,0
COCCn1cnnc1SCC(=O)Nc1cccc(S(=O)(=O)N2CCCCC2)c1,7,-3
COCc1ccc(CN2CCCC(CCC(=O)NCc3ccc(C)o3)C2)o1 (stereo not drawn),12,-7
COc1ccc2ccccc2c1/C=N/N1C(=O)CSC1=S,9,-4
Cc1ccc(C2=NS(=O)(=O)N(C)C(C(=O)NCc3cccs3)=C2)cc1,8,0
COc1cccc(NC(=S)N(Cc2ccco2)C(C)c2ccco2)c1 (stereo not drawn),-13,6
CC(Sc1nnc(C2CC2)n1-c1ccccc1)C(=O)N1CCNC1=O (stereo not drawn),-2,7
CCC(C)NC(=O)Cn1cnc2sc(C)c(S(=O)(=O)N3CCN(c4ncccn4)CC3)c2c1=O (stereo not drawn),1,-1
Cc1ccc(CNC(=O)c2c(-c3ccccc3)sc3ccccc23)o1,-36,3
CCCCNC(=S)N/N=C/c1sccc1C,24,1
O=c1[nH]c2ccccc2n2c(-c3ccncc3)nnc12,-14,3
O=S(=O)(/N=C(/Nc1nc2ccccc2s1)c1ccccc1)c1ccccc1,-6,-1
N#CC1(c2ccccc2)CCC(=O)N1Cc1ccccc1 (stereo not drawn),-1,-5
Cc1ccc(S(=O)(=O)N2CCN(C(=O)COC(=O)COc3ccccc3C(C)C)CC2)c(C)c1,-2,-7
O=C(NC(=S)NCc1ccccc1)c1cccc(Cl)c1,-14,3
Cc1nc(C#N)c(NCc2ccc3c(c2)OCO3)o1,-7,0
CCCn1nnc(NC(=O)/C=C/c2ccccc2)n1,6,-2
COC(=O)COc1ccc2cccc(-n3cnnn3)c2c1,-9,3
O=C(CN1CCN(C(c2ccccc2)c2ccccc2)CC1)Nc1ccc(N2CCOCC2)cc1,2,15
Cc1csc2ncnc(NC3CCN(Cc4ccccc4)CC3)c12,-4,0

# Whole records as entered above:
# Cc1nc(C#N)c(NCc2ccc3c(c2)OCO3)o1 is listed with H9c2 TAG inh = -7; H9c2 TAG inh DAPI viability = 0
# O=C(CN1CCN(C(c2ccccc2)c2ccccc2)CC1)Nc1ccc(N2CCOCC2)cc1 is listed with H9c2 TAG inh = 2; H9c2 TAG inh DAPI viability = 15

# New compounds follow.
SMILES,H9c2 TAG inh,H9c2 TAG inh DAPI viability
COc1cccc(OC)c1C1=NC(C)(C)CO1,-21,1
O=C(CCCN1C(=O)/C(=C/c2ccc(F)cc2)SC1=S)Nc1ccc(C(=O)O)cc1,3,-1
CCc1c(C)sc(NC(=S)Nc2nc(C)cc(C)n2)c1C(=O)OC,-2,1
O=C(CCC1CCCCC1)N1CCN(Cc2ccc3c(c2)OCO3)CC1,1,-2
CCc1nc(C)cn1S(=O)(=O)c1ccc([N+](=O)[O-])cc1,-3,7
CCn1c(=S)[nH]c2ccccc21,-2,4
Cc1ccc(N2C(=O)c3ccc(C(=O)N4CCN(c5ccccc5F)CC4)cc3C2=O)cc1,-2,-1
CC(=O)Nc1cccc(C(=O)OCC(=O)N2CCN(C(=O)COC(=O)c3cccc(NC(C)=O)c3)CC2)c1,-5,12
Cc1ccc(C)c(NC(=O)C(=O)NCCc2c[nH]c3ccccc23)c1,-27,11
COc1ccc(NCc2nnc(SCC(=O)Nc3cc(C)cc(C)c3)o2)cc1,0,1
O=C(Nc1ccc(S(=O)(=O)N2CCOCC2)cc1)c1ccc(Cl)c([N+](=O)[O-])c1,-4,-3
OCCC1CN(Cc2cccc(C(F)(F)F)c2)CCN1Cc1ccccc1 (stereo not drawn),-16,10
CC(C)N1CC(C(=O)Nc2ccc(F)c(Cl)c2)CC1=O (stereo not drawn),-7,5
OCCNc1nc(Nc2ccc(O)cc2)nc2ccccc12,-27,2
COc1cccc(/C=C/C(=O)Nc2cc(S(=O)(=O)N3CCOCC3)ccc2OC)c1,18,-8
CC1CN(S(=O)(=O)c2ccc(C(=O)Nc3nc(-c4cc5ccccc5o4)cs3)cc2)CC(C)O1 (stereo not drawn),-8,23
CCCn1c(N2CCN(C(=O)NCc3ccccc3)CC2)nc2ccccc21,-25,-4
Fc1ccc(CNC(=S)Nc2ccc(OC(F)F)cc2)cc1,-7,-6
COc1ccc(CCN(C)C(=O)C23CC4CC(CC(Cl)(C4)C2)C3)cc1OC,-3,-1
CC(C)C[C@H](NC(=O)Nc1ccc2c(c1)OCCO2)C(=O)O,1,-3
COc1cc2c3c(c1)c(N=NC(N)=S)c(O)n3C(C)(C)C=C2C,7,-6
COc1nc(OC)nc(N2CCC(NC(=O)C(Cc3ccc(C(C)C)cc3)NC(C)=O)CC2)n1 (stereo not drawn),0,1
O=C(NCc1ccco1)c1nn2c(C(F)(F)F)cc(-c3cccs3)nc2c1Br,15,2
CCOc1ncccc1C(=O)OCC(=O)c1cc(OC)c(OC)c(OC)c1,18,-5

# Structures above that have a CF3 group (2):
SMILES,H9c2 TAG inh,H9c2 TAG inh DAPI viability
OCCC1CN(Cc2cccc(C(F)(F)F)c2)CCN1Cc1ccccc1 (stereo not drawn),-16,10
O=C(NCc1ccco1)c1nn2c(C(F)(F)F)cc(-c3cccs3)nc2c1Br,15,2

# By substructure, the entries above containing a COOH group (3)
SMILES,H9c2 TAG inh,H9c2 TAG inh DAPI viability
CC(=O)Nc1ccc(S(=O)(=O)N2CCC(C(=O)O)CC2)cc1,-1,11
O=C(CCCN1C(=O)/C(=C/c2ccc(F)cc2)SC1=S)Nc1ccc(C(=O)O)cc1,3,-1
CC(C)C[C@H](NC(=O)Nc1ccc2c(c1)OCCO2)C(=O)O,1,-3

# (continued)
SMILES,H9c2 TAG inh,H9c2 TAG inh DAPI viability
CCC(=O)OCCCCCCOc1ccc(C(=O)O)cc1,8,18
CC(C)Oc1ccc2c3c(c(=O)oc2c1)CCC3,-12,20
Cc1cc(C(C)(C)C)cc(CN2CCN(S(=O)(=O)c3cccs3)CC2)c1O,-16,-3
O=C(N/N=C\c1ccccc1)c1cccc(C(=O)N/N=C\c2ccccc2)n1,1,-1
O=C(N/N=C/c1ccc(COc2ccc(Br)cc2)o1)c1ccc2c(c1)OCO2,-47,4
O=C1CCN(CCc2ccccc2)CCN1CCSc1ccccc1,-1,15
Cc1cccc(NC(=O)CSc2nncn2-c2ccccn2)c1,3,-10
CC(=O)/C(=C\Nc1ccc(OCc2ccccc2)cc1)c1ccccc1,7,-3
CCc1nc2ccc(C(=O)NCCc3c[nH]c4ccccc34)cn2c1N(C)Cc1nccn1C,-20,-2
Cc1cc(=S)[nH]c(=S)[nH]1,8,-2
COc1cc(C(=O)N2Cc3cc4ccccc4nc3C2C)cc(OC)c1OC (stereo not drawn),-3,6
CC(=O)c1c(C)[nH]c(-c2ccccc2)nc1=S,1,-1

# Retrieved one by one from the list above:
SMILES,H9c2 TAG inh,H9c2 TAG inh DAPI viability
CCC(=O)OCCCCCCOc1ccc(C(=O)O)cc1,8,18
CC(C)Oc1ccc2c3c(c(=O)oc2c1)CCC3,-12,20
Cc1cccc(NC(=O)CSc2nncn2-c2ccccn2)c1,3,-10
CCc1nc2ccc(C(=O)NCCc3c[nH]c4ccccc34)cn2c1N(C)Cc1nccn1C,-20,-2
COc1cc(C(=O)N2Cc3cc4ccccc4nc3C2C)cc(OC)c1OC (stereo not drawn),-3,6
O=C(N/N=C/c1ccc(COc2ccc(Br)cc2)o1)c1ccc2c(c1)OCO2,-47,4

# (more compounds)
SMILES,H9c2 TAG inh,H9c2 TAG inh DAPI viability
O=C1/C(=C/c2cccc(F)c2)CSc2sccc21,-18,12
CN1N=C(C(=O)NC2CCCc3c2cnn3-c2ccc(F)cc2F)CCC1=O (stereo not drawn),9,0
CCCN(CC(=O)Nc1ccccc1C)C(=O)c1ccc(C)c(S(=O)(=O)N2CCCCC2)c1,13,-14
Clc1ccc2[nH]cc(-c3nnnn3-c3ccc4ccccc4c3)c2c1,2,1
CCc1noc(C)c1C(=O)N1CCN(S(=O)(=O)c2ccc(C(C)=O)cc2)CC1,-10,5
COCn1cnc(-c2ccccc2)c1-c1ccccc1,-5,7
O=C(Nc1nc2c(F)cc(F)cc2s1)C1CC1,12,3
O=C(CN(Cc1ccco1)C(=O)c1ccc(F)cc1)Nc1ccccc1Br,-33,6
COC(=O)[C@H](Cc1ccccc1)NC(=O)N1CCN(c2ccccc2)CC1,6,1
CC(=O)Nc1ccc(C(=O)OCC(=O)NC(=O)NCc2ccccc2)cc1,-3,10
NC(c1csc(Nc2nncc3ccccc23)n1)C1CCCCC1 (stereo not drawn),33,-1
N#Cc1ccc(-c2ccc(OCC(O)CN3CCOCC3)cc2)cc1 (stereo not drawn),-2,10
O=C1CN(C(=O)CN2CCOCC2)C(c2ccccc2)c2cc(Br)ccc2N1 (stereo not drawn),-4,3
OC(Cc1ccccc1Br)c1ncc(-c2cccc(C(F)(F)F)c2)[nH]1 (stereo not drawn),-3,-3
COc1ccc(N(C(=O)C2CCCCC2)S(=O)(=O)c2cccc3cccnc23)cc1,-10,-7
Cc1ccc(CNC(=O)C(C)OC(=O)c2cccs2)cc1 (stereo not drawn),-4,-6
O=C(COC(=O)CNC(=O)c1cccs1)Nc1ccc(C(F)(F)F)cc1[N+](=O)[O-],-9,-2
CCS(=O)(=O)N1CCN(c2cnn(-c3ccccc3)c(=O)c2Cl)CC1,8,-8
CCCCCCCCCCCCCCCCn1cc[n+](C)c1,47,-9
CCNC(=O)C1(C)CCCN(C(=O)COCc2ccccc2)C1 (stereo not drawn),15,4

# Not all compounds are listed. The share of hits here may be higher or lower than overall.
